# Screening results deposited in PubChem by several laboratories.
# hERG protect – hERG (human) protection from proarrhythmic block; CHO-hERG, FluxOR thallium flux, dofetilide IC70 present; activation (rescue from dofetilide block), less the hit threshold, % at 10 µM; 0.51% of 310,000 active; AID 1511;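 active means activation above the mean of controls blocked by dofetilide plus 5 SD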;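 further: thallium influx through hERG after potassium depolarization seen as dye fluorescence rise; in these data hits start at about 4.7%; inactives centre near -7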
# HDAC3 inhib – inhibitors of human histone deacetylase 3. recombinant HDAC3, fluorogenic peptide/trypsin coupled, fluorescence. inhibition, % at 8.3 µM. 0.15% of 320,000 active. AID 2718; in the data active means inhibition above about 26%, passing the limit was not always enough
# TMEM16A act – mouse TMEM16A channel activation, primary screen; 0.3% of 340,000 active; B-score at 10 µM; HEK293 TMEM16A/YFP-H148Q/I152L, iodide quench fluorescence; active compounds read low; Q8BHY3;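 active means fluorescence-ratio B-score plate-corrected deviation score at least 3 library SD below zero, with starting fluorescence score within 5 deviations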;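 further: channel opened by trigger with iodide after compound preincubation; score built on the fluorescence ratio of max minus min over baseline; more negative score means more quench and so TMEM16A activation or potentiation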
# RGS4 pot – potentiators or activators of RGS4 | HEK293 M3R/inducible RGS4, carbachol calcium flux Fluo4; active compounds read low | B-score at 10 µM | 0.92% of 310,000 active | AID 463111;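 active means B-score of the integrated calcium signal more than 4 SD below the library mean, with starting fluorescence not abnormally high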;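 further: negative B-score means reduced calcium response which marks RGS4 activation or potentiation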
#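 System – HEK293 FlpIn-TREx cells, stable M3R, doxycycline-inducible RGS4 · Reagent – ECmax carbachol challenge · Times – compound preincubation 20 min at room temperature before agonist · Technique – Fluo4 fluorescence kinetic imaging of calcium · Measure – B score of integrated Fluo4 ratio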
# KCNK3 inh – human KCNK3 channel inhibition, primary screen | 0.84% of 340,000 active | B-score at 10 µM | CHO-KCNK3 thallium flux, FluxOR fluorescence; active compounds read low | O14649 | AID 602410;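 active means B-score under library mean minus 4 SD, starting fluorescence ratio at most library mean plus 5 SD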;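 further: more negative B-score means stronger inhibition of thallium flux through KCNK3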
# KCNQ1 block – human KCNQ1 channel inhibition; P51787; CHO-K1 KCNQ1, FluxOR thallium flux fluorescence; active compounds read high; B-score at 10 µM; 1.3% of 310,000 active; AID 2642;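 active means compounds whose thallium flux B-score, printed positive for inhibition, exceeds three library SD while starting fluorescence stays within three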;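 further: channel opened by potassium depolarization with thallium stimulus after 20 min compound exposure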
# Target sequence (P51787 whole entry, looked up): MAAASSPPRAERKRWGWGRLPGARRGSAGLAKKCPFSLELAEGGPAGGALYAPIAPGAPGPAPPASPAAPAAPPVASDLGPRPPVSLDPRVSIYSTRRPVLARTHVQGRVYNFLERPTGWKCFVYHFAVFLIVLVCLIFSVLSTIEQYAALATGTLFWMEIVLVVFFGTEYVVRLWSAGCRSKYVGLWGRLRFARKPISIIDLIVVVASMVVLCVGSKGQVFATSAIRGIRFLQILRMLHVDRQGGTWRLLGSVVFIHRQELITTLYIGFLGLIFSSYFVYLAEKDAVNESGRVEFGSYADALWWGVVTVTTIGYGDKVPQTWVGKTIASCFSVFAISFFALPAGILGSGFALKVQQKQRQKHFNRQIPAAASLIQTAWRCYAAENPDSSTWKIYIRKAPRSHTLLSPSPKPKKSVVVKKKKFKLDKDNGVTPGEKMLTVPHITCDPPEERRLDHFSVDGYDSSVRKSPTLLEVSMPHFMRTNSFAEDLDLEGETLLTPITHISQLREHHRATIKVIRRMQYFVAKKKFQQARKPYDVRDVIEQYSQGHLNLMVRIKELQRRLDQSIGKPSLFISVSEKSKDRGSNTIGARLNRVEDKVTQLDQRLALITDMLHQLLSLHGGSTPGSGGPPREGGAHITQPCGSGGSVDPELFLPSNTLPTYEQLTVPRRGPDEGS
# SKKanGAS inh – SKKanGAS growth inhibition | S. pyogenes SKKanGAS, kanamycin growth, BacTiter-Glo, 6 h | inhibition, % at 7.5 µM | 1.3% of 300,000 active | AID 1662;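 active means mean replicate score, as percent of positive control median, at least 50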;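 further: strain carries kanamycin resistance gene driven by streptokinase promoter and grows in 40 µg/ml kanamycin; loss of luminescence reflects streptokinase promoter inhibition or plain growth inhibition; 0% = median of DMSO wells and 100% = positive control at its reference dose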
# KCNQ1 pot – potentiators or activators of human KCNQ1 potassium channel; P51787; CHO-K1 KCNQ1, thallium flux FluxOR fluorescence; active compounds read high; B-score at 10 µM; 0.35% of 310,000 active;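 active means fluorescence ratio B-score, a plate-corrected score, at least three library SD, with initial intensity B-score within 5 SD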
#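 Medium – assay buffer, equal DMSO in all wells · Material – CHO-K1 cell line with stable KCNQ1 potassium channel expression · Signal – kinetic FluxOR thallium fluorescence, 10-s 1-Hz baseline, 110-s post-stimulus read · Compound – single concentration per compound, DMSO matched to controls · Schedule – 37 °C overnight plating, 90-min dark dye load, 20-min compound pretreatment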
# RGS4 block – inhibitors of human RGS4; B-score at 10 µM; HEK293 M3R/RGS4 inducible, Fluo-4 calcium flux; active compounds read high; triggered by carbachol at its EC20; AID 463165; 0.45% of 310,000 active; P49798;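 active means B-score, a plate-corrected calcium signal, over three deviations above library mean, with baseline fluorescence within five deviations of library mean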;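 further: RGS4 expression induced by doxycycline in cells with stable M3 receptor; B-score is computed from the integrated fluorescence ratio over baseline after carbachol; higher B-score means a larger calcium signal and so more RGS4 inhibition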
# Target sequence (P49798 whole entry, looked up): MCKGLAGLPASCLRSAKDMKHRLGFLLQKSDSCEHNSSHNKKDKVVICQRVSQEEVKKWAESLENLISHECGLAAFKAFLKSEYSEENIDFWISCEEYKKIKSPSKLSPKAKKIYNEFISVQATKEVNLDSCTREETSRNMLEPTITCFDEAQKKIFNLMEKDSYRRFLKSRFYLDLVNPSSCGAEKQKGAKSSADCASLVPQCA
# KCNK9 block – inhibitors of human KCNK9 two-pore domain potassium channel; HEK293 KCNK9, FluxOR thallium flux fluorescence; active compounds read low; B-score at 10 µM; 1.2% of 310,000 active;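 active means ratio B-score over 3 SD below the library mean, with starting fluorescence within 5 SD of its mean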;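 further: negative B-score means less thallium flux so channel inhibition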
# TMEM16A inh – inhibitors of mouse TMEM16A calcium-activated chloride channel | Q8BHY3 | HEK293 TMEM16A/YFP iodide influx fluorescence, ionomycin | normalized B-score (activity score, 25-100; higher = stronger inhibition) at 10 µM | 1.2% of 310,000 active | AID 588511;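 active means ratio plate-corrected score three or more library SD toward inhibition, starting fluorescence score within five deviations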;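 further: score derived from kinetic fluorescence span divided by baseline fluorescence per well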
# Numbers without * were called inactive; i = inactive; nt = not tested or not shown.
SMILES,hERG protect,HDAC3 inhib,TMEM16A act,RGS4 pot,KCNK3 inh,KCNQ1 block,SKKanGAS inh,KCNQ1 pot,RGS4 block,KCNK9 block,TMEM16A inh
Cc1sc2ncnc(SCC(=O)NC(=O)NCc3ccco3)c2c1C,-8.8,-5.9,i,i,i,i,0.2,i,i,i,i
O=C(O)CC(=O)Nc1ccccc1,-0.7,0.0,i,i,i,i,4.5,i,i,i,i
O=c1[nH]cnc2c1nnn2Cc1ccccc1,-3.2,-5.1,i,i,i,i,-1.9,i,i,i,i
Nc1c(C(=O)O)cnn1-c1ccc([N+](=O)[O-])cc1,-3.3,5.9,i,i,i,i,-9.7,i,i,i,i
COC(=O)C1=NN(c2ccc(C)cc2)C2(S1)SC(C(C)=O)=C(C)N2c1ccccc1 (stereo not given),-12.5,-1.9,i,i,i,i,5.9,i,i,i,i
CC1CC(C)(C)NC(=S)N1CC(=O)N1CCN(Cc2ccc3c(c2)OCO3)CC1 (stereo not given),-9.9,4.3,i,i,i,i,-2.0,i,i,i,i
CS(=O)(=O)NCc1ccc(C(=O)NCCOc2ccccc2)cc1,-13.9,5.1,i,i,i,i,-0.1,i,i,i,i
COc1ccc(-c2c(C)nn3c(N4CCOCC4)cc(C)nc23)cc1OC,-8.2,8.9,i,i,i,i,-3.4,i,i,i,i
O=C(Nc1ccc(N2CCCCC2)c(Cl)c1)c1ccc2c(c1)OCCO2,-7.3,1.9,i,i,i,9*,-5.6,i,i,i,i
CSc1ncccc1C(=O)NNC(=O)c1ccc(NS(=O)(=O)c2cccs2)cc1,-4.3,5.4,i,i,i,i,-11.8,i,i,i,i
C=C(C)Cn1c(-c2ccncc2)n[nH]c1=S,-4.8,-5.0,i,i,i,i,8.1,i,i,i,i
COc1ccc(C(=O)O/N=C(\N)c2ccccc2Cl)cc1OC,-2.6,-0.7,i,i,i,i,0.8,i,i,i,i
CC(C)c1ccc(NC(=O)CSc2nc3ccsc3c(=O)n2CCC(=O)O)cc1,-9.3,6.4,i,i,i,i,4.7,i,i,i,i
O=C(NCc1ccccc1)c1cc[n+](Cc2ccccc2)cc1,-4.1,1.3,i,i,i,i,-2.2,i,i,i,i
O=S(=O)(c1ccc(Br)s1)N1CCN(c2ccccc2)CC1,-9.0,1.7,i,i,i,i,0.5,i,i,i,i
COc1cccc(/C=N\NS(=O)(=O)c2ccccc2)c1OC,-10.2,nt,i,i,i,i,-0.2,i,i,i,i
NC(=O)c1ncn([C@@H]2O[C@H](CO)[C@@H](O)[C@H]2O)n1,-7.4,-8.2,i,i,i,i,-2.1,i,i,i,i
Cc1cc(NC(=O)COC(=O)CCC(=O)c2ccc(F)cc2)no1,-1.8,4.6,i,i,i,i,-0.2,i,i,i,i
CCOC(=O)c1cc(-c2ccncc2)nc2c1c(C)nn2-c1ccccn1,-17.8,2.5,i,i,i,i,10.1,i,i,i,i
COc1ccc(CCNC(=O)C(C(=O)c2ccc(F)cc2)n2ccccc2=O)cc1OC (stereo not given),-1.5,-2.6,i,i,i,i,-3.1,i,i,i,i
O=C(O)CCC(=O)NCc1cn(-c2ccccc2)nc1-c1cccc(Br)c1,-3.1,-8.0,i,i,i,i,0.9,i,i,i,i
CC(C)(C)c1ccc(OCc2ccc(C(=O)NN)o2)cc1,-12.6,-6.3,i,i,i,i,0.4,i,i,i,i
Brc1ccc(N=C(c2ccccc2)c2ccncc2)cc1,-4.6,1.1,i,i,i,i,0.3,i,i,i,i
CCCCCn1c(N2CCN(c3cccc(Cl)c3)CC2)nc2c1c(=O)[nH]c(=O)n2C,-14.6,0.8,i,i,i,i,46.7,i,i,-7.34*,i
COc1ccccc1N1CCN(C(=O)COc2cc(C)ccc2C)CC1,-4.9,4.3,i,i,i,i,-0.2,i,i,i,i
C[n+]1ccccc1/C=C/c1ccccc1Cl,-1.8,7.6,i,i,i,i,-3.8,i,i,i,i
CC(C)OCCCNC(=O)CNC(=O)c1ccc(Cl)c(Cl)c1,-5.7,0.0,i,i,i,i,-6.1,i,i,i,i
COc1ccc2nc(NCCCNC(=O)c3cc(OC)c(OC)c(OC)c3)c(C#N)cc2c1,-28.2,-11.6,i,i,i,i,6.9,i,i,i,i
CCCCN(Cc1ccccc1)C(=O)C1CCC(=O)N(CCc2ccccn2)C1 (stereo not given),-14.6,1.6,i,i,i,i,nt,i,i,i,i
CCOC(=O)c1cccc(NC(=O)Nc2cc(OC)ccc2OC)c1,-12.7,15.3,i,i,i,i,0.2,i,i,i,i
CCCc1cc(C(=O)Nc2nccs2)cs1,-8.3,-4.5,i,i,i,i,-0.3,i,i,i,i
CCOC(=O)CSc1nc2sc3c(c2c(=O)[nH]1)CCCC3,-6.8,5.1,i,i,i,i,-3.3,i,i,i,i
Cc1ccc(S(=O)(=O)C2(S(=O)(=O)c3ccc(C)cc3)CCCC2)cc1,-10.9,5.6,i,i,i,i,-0.8,i,i,i,i
CCC(C)NC(=O)Cn1cc(S(=O)(=O)N2CCN(c3ccccc3F)CC2)c2ccccc2c1=O (stereo not given),-5.6,7.5,i,i,i,i,-4.3,i,i,i,i
O=S(=O)(c1ccc(Cl)cc1)N1CCN(Cc2ccc(O)c3ncccc23)CC1,-8.1,-1.1,i,i,i,i,5.7,i,i,i,i
CC1(C)CN(c2ccc(-c3ccnc4ncnn34)cc2)C1=O,-6.1,-362.1,i,i,i,i,0.1,i,i,i,i
Cc1ccc(CNC(=O)C2=NNC(=O)CC2)cc1,-7.5,-2.7,i,i,i,i,2.7,i,i,i,i
COc1ccc(N=Cc2c(O)n(-c3cccc(C)n3)c(=O)c3ccccc23)c(OC)c1,-8.7,6.4,i,i,i,i,18.0,i,i,i,i
Cc1nc2n(n1)C(O)c1cc([N+](=O)[O-])ccc1S2 (stereo not given),-12.9,-1.2,nt,i,nt,i,-20.8,i,i,i,i
CC12COC3(C(=O)Nc4ccc(Cl)cc4)CC1CCC32C (stereo not given),-7.5,nt,i,i,i,i,11.3,i,i,i,i
Cn1ccc(C(=O)OCC(=O)c2ccccc2)n1,-10.0,5.4,i,i,i,i,11.1,i,i,i,i
COc1ccc(S(=O)(=O)N2CCC(C(=O)Nc3ccccc3N3CCCCC3)CC2)cc1OC,-11.1,15.4,i,i,i,i,-2.2,i,i,i,i
CCC(=O)N1c2ccc(S(=O)(=O)CCC(=O)N3CCN(c4ccccc4F)CC3)cc2CC1C (stereo not given),-10.0,-4.6,i,i,i,i,-8.0,i,i,i,i
Cc1ccc(-c2nc3ccccc3[nH]2)cc1NC(=O)c1ccco1,-10.0,5.5,i,i,i,i,-3.2,i,i,i,i
COc1ccc(NC(=O)CSc2nc(N3CCCCC3)nc(N3CCCCC3)n2)cc1,-8.2,-8.0,i,i,i,i,2.0,i,i,i,i
Cc1c(C)c(C)c(C(=O)C2CCN(c3ccc([N+](=O)[O-])cn3)CC2)c(C)c1C,-17.7,-18.3,i,i,i,i,18.0,i,i,i,i
CCOC(=O)CN1C=C(c2ccc3ccccc3n2)C(C[N+](=O)[O-])c2ccccc21 (stereo not given),-26.1,0.4,i,i,i,11*,1.3,i,i,i,i
O=C(NCCC1=CCCCC1)C1CCN(c2nc3ccccc3o2)CC1,-13.9,6.7,i,i,i,i,-2.9,i,i,i,i
Cc1cccc(NC(=O)C2CCN(S(C)(=O)=O)CC2)c1C,-5.8,-7.8,i,i,i,i,-0.8,i,i,i,i
Cc1occc1C(=O)N/N=C/C=C\c1ccccc1[N+](=O)[O-],-12.8,14.7,i,i,i,i,2.9,i,i,i,i
COc1ccc2c(c1)CC/C2=N\NC(=O)c1ccccc1,-4.0,0.9,i,i,i,i,-1.2,i,i,i,i
Cc1occc1C(=O)N1CCCC(N2CCN(c3cccc(C(F)(F)F)c3)CC2)C1 (stereo not given),-7.3,13.7,i,i,i,i,9.5,i,i,i,i
COc1ccccc1NC(=O)Cn1ncc2c1-c1ccccc1OC2,-8.3,nt,i,i,i,i,-4.1,i,i,i,i
CCCCNC(=O)N1CCN(C(c2ccccc2)c2ccccc2)CC1,-4.6,-2.1,i,i,i,i,2.2,i,i,i,i
COc1cc(-c2cc(N)n(S(=O)(=O)c3ccc(F)cc3)n2)cc(OC)c1OC,-16.8,5.5,i,i,i,i,-3.7,i,i,i,i
CCCCn1c(NCCO)nc2ccccc21,-1.4,-0.2,i,i,i,i,0.8,i,i,i,i
COc1cc(NC(=O)NCCN2CCN(c3ccc(Cl)cc3)CC2)ccc1C,-11.8,-3.8,i,i,i,i,-13.6,i,i,i,i
O=S1c2ccccc2Nc2ccccc21,-0.5,1.6,i,i,i,i,1.3,i,i,i,i
CC(=O)N1CCc2c(sc(NC(=O)C3CCN(S(=O)(=O)c4cccs4)CC3)c2C(N)=O)C1,-11.5,-1.6,i,i,i,i,-1.3,i,i,i,i
O=C(NC(=S)Nc1ccc(S(=O)(=O)Nc2ncccn2)cc1)c1ccc(Br)cc1,-7.0,-2.4,i,i,i,i,3.2,i,i,i,i

# (further entries)
SMILES,hERG protect,HDAC3 inhib,TMEM16A act,RGS4 pot,KCNK3 inh,KCNQ1 block,SKKanGAS inh,KCNQ1 pot,RGS4 block,KCNK9 block,TMEM16A inh
CCCc1cc(C(N)=O)c(NC(=O)c2ccoc2C)s1,-16.2,7.1,i,i,i,i,1.3,i,i,i,i
COc1cccc(-c2nnc3sc(-c4ccccn4)nn23)c1,-7.6,-3.4,i,i,i,i,2.9,i,i,i,i
Cn1c(SCCCC(=O)c2ccccc2)nnc1-c1ccncc1,-13.4,1.8,i,i,i,i,-10.3,i,i,i,i
C=CCn1nnnc1-c1cc(Cl)cc(Cl)c1,-10.2,-2.7,i,i,i,i,-6.9,i,i,i,i
O=C(NCCc1ccc(Cl)cc1)c1ccc(=O)[nH]c1,-8.1,0.5,i,i,i,i,-3.6,i,i,i,i
COc1cc(/C=C/c2cc[n+](C)cc2)ccc1OCC(=O)Nc1ccccc1,-7.5,5.7,i,i,i,i,-6.1,i,i,i,i
COc1ccc(N2CCN(C(=O)c3ccc(COc4ccc([N+](=O)[O-])cc4)o3)CC2)cc1,-5.2,nt,i,i,i,i,1.0,i,i,i,nt
Cc1ccc(C(=O)c2oc3ccccc3c2N)cc1,-3.9,-4.9,i,i,i,i,0.6,i,i,i,i
Cc1c(NC(=O)Nc2cccc(Cl)c2)c(=O)n(-c2ccccc2)n1C,-7.6,-7.2,i,i,i,i,-4.5,i,i,i,i
COC(=O)CCC(NC(=O)c1cc(C)oc1C)C(=O)OC (stereo not given),-8.1,10.7,i,i,i,i,5.4,i,i,i,i
O=C1Oc2ccccc2C(=O)/C1=C/c1ccccc1O,-13.2,-1.4,i,i,i,i,5.3,i,i,i,i
